Screening data from PubChem.
TRHR agonist – agonists of human TRH receptor; P34981; TRHR cells, calcium flux fluo-8, FDSS agonist mode; activation, % at 2 µM; actives 0.18% (n = 360,000); AID 493084; in the data active means activation above about 30%; further: 0% is about no effect
Target sequence (P34981 whole entry, looked up): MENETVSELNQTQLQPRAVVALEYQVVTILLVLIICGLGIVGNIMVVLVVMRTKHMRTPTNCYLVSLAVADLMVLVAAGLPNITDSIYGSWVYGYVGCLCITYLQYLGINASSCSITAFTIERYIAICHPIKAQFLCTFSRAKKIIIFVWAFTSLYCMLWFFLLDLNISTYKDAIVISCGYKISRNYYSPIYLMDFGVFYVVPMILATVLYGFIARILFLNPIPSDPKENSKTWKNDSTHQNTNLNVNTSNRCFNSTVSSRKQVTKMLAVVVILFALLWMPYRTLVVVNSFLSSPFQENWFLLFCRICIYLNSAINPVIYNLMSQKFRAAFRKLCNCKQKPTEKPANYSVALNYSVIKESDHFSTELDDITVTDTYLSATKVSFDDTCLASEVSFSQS
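TRHR-expressing cells loaded with fluo-8 calcium dye; 23 nL library compound pin-transferred, kinetic FDSS fluorescence (Ex 480/Em 530) recorded about 180 s for agonist-induced calcium release, before a 10 nM TRH EC20 addition for potentiator mode.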
D1 antag – antagonists of human D1 dopamine receptor. P21728. HEK293 TREx D1 cells, calcium flux, dopamine EC80; active compounds read low. activity change, negative = inhibition, % at 10 µM. actives 3.2% (n = 360,000). AID 504652; in the data active means activity change below about -30%; further: on the % scale 0 is the no-effect control and ±100 the full control effect
Target sequence (P21728 whole entry, looked up): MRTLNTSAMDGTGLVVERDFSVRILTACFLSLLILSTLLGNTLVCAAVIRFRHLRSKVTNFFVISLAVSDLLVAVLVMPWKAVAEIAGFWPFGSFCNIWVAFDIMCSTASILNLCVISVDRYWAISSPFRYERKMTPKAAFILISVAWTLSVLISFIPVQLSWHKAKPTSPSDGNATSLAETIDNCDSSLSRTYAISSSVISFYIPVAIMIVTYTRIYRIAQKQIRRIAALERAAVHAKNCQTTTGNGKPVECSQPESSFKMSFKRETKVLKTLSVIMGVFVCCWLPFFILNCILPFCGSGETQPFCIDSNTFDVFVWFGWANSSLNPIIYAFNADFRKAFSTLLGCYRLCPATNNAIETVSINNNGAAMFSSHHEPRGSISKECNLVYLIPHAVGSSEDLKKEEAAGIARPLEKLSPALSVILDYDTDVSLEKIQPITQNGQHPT
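Allosteric or orthosteric antagonism assessed as attenuation of the calcium response to EC80 dopamine, added 180 s after compound, in induced HEK293 Trex D1 cells loaded with no-wash calcium dye.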
D2 potentiator – positively modulates the human D2 dopamine receptor allosterically. P14416. HEK293 T-REx D2, calcium flux, EC20 dopamine potentiation. potentiation, % at 10 µM. actives 0.34% (n = 340,000);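 active means potentiation over 3 SD above the plate norm, cut at about 30% in these data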; further: 0% is about no effect
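Potentiation of an EC20 dopamine calcium response measured kinetically over 180 s, after a preceding 180 s compound-only read flagging agonists. Cells: inducible Hek293 Trex D2 line, 4000/well, cultured overnight at 30 C before dye loading.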
TRHR PAM – allosterically enhances the human TRH receptor; P34981; TRHR cells, fluo-8 calcium fluorescence, EC20 TRH enhancement; enhancement, % at 2 µM; actives 0.66% (n = 360,000); AID 493056; in the data active means enhancement above about 30%; further: 0% is about no effect
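TRHR-expressing cells loaded with fluo-8 calcium dye were read kinetically (ex 480/em 530) during compound addition, then stimulated with an EC20 of TRH (10 nM final). Enhancement of the Gq-mediated intracellular calcium response was scored.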
D1 PAM – potentiators of human D1 dopamine receptor; P21728; HEK293 TREx D1 cells, calcium flux, dopamine EC20 potentiation; potentiation, % at 10 µM; actives 0.036% (n = 360,000); AID 504651; in the data active means potentiation above about 30%; further: 0% is about no effect
RXFP1 ag – agonists of human relaxin receptor RXFP1; HEK293T-RXFP1 cAMP TR-FRET, 30 min; response scale: percent of porcine relaxin response, buffer zero; Potency, µM (series often up to 57.5 µM), for the others: top-dose activation, actives largely listed as activators; actives 0.3% (n = 370,000); AID 2676; further: potency means the concentration at half of the fitted maximal effect; on the % scale 0 is the no-effect control and ±100 the full control effect; nearly all actives have a fitted effect of over 60% in size; many of its hits are not listed in these tables
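Agonist response is measured as cAMP accumulation in an RXFP1-transfected HEK293T line under PDE4 inhibition. Values are scaled between buffer-only and 29 nM porcine relaxin, and EC50s come from standard Hill equation fits.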
RXFP1 antag – blocks the human relaxin receptor RXFP1; Q9HBX9; HEK293-RXFP1, relaxin-stimulated cAMP HTRF, 30 min; active compounds read low; activity change, negative = inhibition, % at 57.5 µM; actives 0.59% (n = 350,000); AID 1259400;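 active means activity change of -60% or lower, but not beyond a set lower limit; inconclusive means change between -60% and -40%, or beyond the set limit; inactive means change above -40%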; further: on the % scale 0 is the no-effect control and ±100 the full control effect
Apoferritin bind – candidate novel general anesthetic via apoferritin binding. P02791. apoferritin/1-aminoanthracene competitive binding, fluorescence. Potency, µM (doses to about 77.5 µM), for inactives: at the highest dose activity change, negative = displacement, usual class: inhibitors. actives 0.074% (n = 350,000). AID 485281; further: potency means the concentration at half of the fitted maximal effect; on the % scale 0 is the no-effect control and ±100 the full control effect; nearly all actives have a fitted effect of over 20% in size
Target sequence (P02791 2-175 limits assumed): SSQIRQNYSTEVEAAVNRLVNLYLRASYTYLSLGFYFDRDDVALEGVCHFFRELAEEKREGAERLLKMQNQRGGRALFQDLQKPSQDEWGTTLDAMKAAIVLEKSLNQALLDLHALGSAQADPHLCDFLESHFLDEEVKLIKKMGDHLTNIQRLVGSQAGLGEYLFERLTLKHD
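10 uM apoferritin + 50% sat. 1-AMA, PBS; cpd 10 min RT; Ex380/Em535 endpoint; normalized to free probe vs complex; 4-param Hill fit; propofol titration as pos. ctrl.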
D1 agonist – human D1 receptor agonism; P21728; HEK293 T-REx D1 cells, calcium flux, agonist mode; activation, % at 2 µM; actives 1% (n = 360,000); in the data active means activation above about 30%; further: 0% is about no effect
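Tetracycline-induced HEK293 TREx D1 cells, force-coupled to calcium signalling, were dye-loaded with a no-wash calcium kit. Compound was pin-added after a 10 s baseline. Fluorescence was read kinetically at 1 cycle/s for 180 s, with calcium rises flagged as agonism.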
An asterisk follows results filed as active; ? = inconclusive; nt = not tested or not shown; [ ] = another dose, or the depositor's remark. Unless noted, the call rests on the fitted dose curve; in most records, active means well fitted curve in the direction sought with a large enough effect; inconclusive means small, poorly fitted or top-dose-only effect, or another doubt; inactive means no such curve, though single readings can be large; an effect the other way counts as inactive or inconclusive. Not all compounds are listed, so the mix of outcomes need not match the whole.

Below each SMILES: TRHR PAM	D1 agonist	TRHR agonist	Apoferritin bind	D2 potentiator	RXFP1 antag	D1 PAM	D1 antag	RXFP1 ag
> CN1c2ccccc2N(C)C1c1ccc2c(c1)OCO2
    -2	0	0.9	-6%	8	-8	-6	-16	-0.2%
> Cc1ccc(S(=O)(=O)c2nc(C)oc2N2CCOCC2)cc1
    4	4	-0.6	?	-7	-4	-2	-5	0.5%
> CC1(C)Cc2c(C#N)c(N3CCN(C(=O)c4ccccc4Cl)CC3)nc(-c3ccco3)c2CS1
    4	3	0.2	?	8	-21	-5	-6	3.1%
> CC1CCCCN1Cc1cnc(Cl)s1 (stereo not drawn)
    -3	1	0.4	-9%	11	-5	0	2	0.7%
> COc1ccc(Nc2c3c(c(C#N)c4nc5ccccc5n24)CCC3)cc1
    1	1	-0.6	-15%	9	-5	4	16	0.4%
> O=C(Nc1cc(C(F)(F)F)ccc1N1CCOCC1)c1cccc(F)c1
    11	5	-0.3	-24%	-1	-14	-2	-5	1.8%
> CCN(CC(=O)Nc1ccccc1C(=O)OC)S(=O)(=O)c1ccc(OC)cc1
    11	-1	-0.5	6%	18	-2	-2	-11	-0.7%
> CC(=O)c1cccc(NC(=O)Cn2c(=O)c(CNc3ccc(C)cc3)cc3cc4c(cc32)OCCO4)c1
    4	24	2.4	106%[activator]	-1	nt	-2	9	7.1%
> COc1ccc(/C=C/C(=O)NC(=S)NCc2ccccc2)cc1OC
    0	2	0.3	-6%	-15	2	-1	3	-1.3%
> Cc1cccc(OCC(=O)Nc2ccccc2-c2ccccc2)c1
    9	7	0.4	4%	-7	-1	7	13	3.7%
> O=C(CSc1nnc(CNC(=O)c2ccccc2F)o1)Nc1ccc2c(c1)OCO2
    -3	1	0.3	-14%	nt	-2	3	-6	0.4%
> CN(C)/C=C(/C(=O)c1ccccc1Cl)S(C)(=O)=O
    9	2	1.1	-3%	2	-18	3	10	-1.9%
> CCOc1ccccc1NS(=O)(=O)c1cn(C)nc1C
    -1	2	0.5	-4%	-7	-14	-2	nt	-0.3%
> O=C(Cc1ccc(S(=O)(=O)N2CCCCC2)s1)Nc1ccc(F)cc1F
    5	4	-0.2	-12%	nt	-2	-7	-3	0.1%
> CN(c1ccccc1C(=O)Nc1ccc(S(=O)(=O)N2CCOCC2)cc1)S(C)(=O)=O
    8	5	0.6	-2%	18	23	-3	5	-0.7%
> O=C(NC(=S)NCc1ccc2c(c1)OCO2)c1ccccc1
    -9	0	0.1	-20%	-5	-9	-5	-11	-0.3%
> COc1ccc2c(c1)CC(NC(=O)Nc1c(C)cc(C)cc1C)CO2 (stereo not drawn)
    0	3	0.4	-11%	-3	-1	2	-12	2.4%
> C=CCNC(=O)C(=O)NCC(c1ccc2c(c1)OCO2)N1CCN(c2ccc(F)cc2)CC1 (stereo not drawn)
    2	6	0.5	-14%	9	9	1	0	1.0%
> O=C(NCc1cccnc1)c1nc(-c2ccc(C(F)(F)F)cc2)no1
    -1	14	-0.2	-22%	0	2	-6	-40*	0.4%
> O=C(COC(=O)c1cccc(S(=O)(=O)NCc2ccccc2)c1)NCC1CCCO1 (stereo not drawn)
    -4	2	-0.1	-10%	4	25	-3	-5	4.9%
> CC(NC(=O)CCc1nnc(-c2ccc(-c3ccccc3)cc2)o1)c1nccs1 (stereo not drawn)
    4	14	-0.3	-14%	15	-7	-1	-1	-0.2%
> CC(=O)OCCN(Cc1ccccc1)Cc1ccc2c(c1)OCO2
    -5	2	-1.0	-13%	-4	2	-4	-6	-1.2%
> CC(C)n1c(NCCc2ccccc2)nc2c1c(=O)n(C)c(=O)n2C
    5	-2	-0.5	-4%	10	-6	-1	14	0.8%
> COc1ccc(S(=O)(=O)Nc2ccccc2C(=O)NC2CC2)cc1NC(C)=O
    0	3	0.3	nt	5	-9	1	35	0.9%
> Cc1ccccc1Cn1ccc(-c2ccc3c(c2)OCO3)n1
    -2	20	-0.5	-5%	-3	-9	-3	-14	3.6%
> N#Cc1nc(-c2ccc(COc3ccc(Cl)cc3)o2)oc1N1CCN(c2ccccc2)CC1
    0	0	1.0	11%	-8	-3	1	-1	-1.8%
> Cc1cc(-c2ccccc2C(=O)NCc2ccccc2)on1
    4	2	0.6	-7%	-1	-11	-3	-10	-1.0%
> Cc1[nH]n(-c2ccccc2)c(=O)c1-c1ccccc1
    12	2	-1.0	-20%	15	-28	3	-6	0.2%
> COc1cccc(Oc2ccc(N)cc2)c1
    4	0	0.3	-12%	2	-13	1	2	-0.5%
> Cc1ccc(-c2nn3c(C)nnc3s2)cc1NC(=O)c1ccc(Br)o1
    -1	2	-0.2	-22%	-7	-30	-3	-16	4.1%
> COc1ccc(C)cc1S(=O)(=O)NC1CCCCC1
    -5	1	-0.2	-16%	-4	-3	-5	3	-1.7%
> Cc1onc(-c2c(F)cccc2Cl)c1C(=O)N1CCN(S(C)(=O)=O)CC1
    5	1	-0.3	37%[activator]	15	-19	1	2	0.3%
> C=CCN(CC=C)S(=O)(=O)c1ccc2nc(NC(=O)C3CCCO3)sc2c1 (stereo not drawn)
    8	2	0.6	-13%	-4	-6	0	5	-0.1%
> CCN(CC)S(=O)(=O)c1cccc(NC(=O)COC(=O)C2COc3ccccc3O2)c1 (stereo not drawn)
    0	-1	-1.1	?	-9	21	6	-9	2.2%
> Cn1c(=O)c2c(-c3ccccc3)n(-n3cnnc3)cc2n(C)c1=O
    10	1	0.4	-14%	-2	-8	3	-14	0.6%
> CC(=O)N(CCN(C)C)c1nc2cc3c(cc2s1)OCCO3
    -4	4	-0.3	-4%	3	10	11	-1	-1.4%
> CCOc1ccccc1OCCCNCc1ccco1
    2	6	-0.4	-5%	-25	-7	-6	-2	0.5%
> CCOc1ccccc1NC(=O)N1CCCN(c2ncccc2C#N)CC1
    1	6	-0.1	-1%	10	-11	-9	-7	0.6%
> CNC(=O)c1cn(-c2ccccc2)c(=O)c2ccccc12
    -5	0	-0.3	-7%	9	-3	-11	-73*	4.1%
> Fc1ccc(-c2cc(C(F)(F)F)nc(NCC3CCCO3)n2)cc1 (stereo not drawn)
    6	32*	-1.1	-23%	nt	?	2	42	0.1%
> COc1ccc(C2SCCN2S(=O)(=O)c2ccc(F)cc2)cc1OC (stereo not drawn)
    -6	0	-0.8	-12%	25	0	-2	-15	1.4%
> O=[N+]([O-])c1ccc(OCCCn2cncn2)cc1
    -10	10	0.0	-9%	7	13	1	11	0.9%
> CN(Cc1ccccc1)C(=O)c1ccc(CSc2nc3cccnc3n2Cc2ccccc2)cc1
    -11	19	1.4	130%[activator]	nt	-1	-3	2	13%
> Cc1nn(Cc2ccccc2Cl)c(C)c1NC(=O)c1noc2c1CCCCC2
    -10	0	-0.6	?	-3	1	-9	-14	-0.8%
> CN1CCN(C(=O)C2=C[C@@H](c3coc4ccccc4c3=O)C[C@@H](OCCCCO)O2)CC1
    3	1	0.0	-3%	6	nt	-2	-6	4.4%
> O=C(N/N=C/c1cc([N+](=O)[O-])ccc1Cl)c1cc(-c2ccccc2)nc2ccccc12
    -8	1	0.4	-4%	-16	5	-8	-47*	-1.4%
> CC(C)(C)OC(=O)N1CCC(c2c(C(=O)O)cnn2-c2ccc(F)cc2F)CC1
    -4	2	0.1	-4%	1	-6	-1	-7	-0.3%
> COC(=O)CNC(=O)Cc1c(F)cccc1Cl
    5	2	1.0	-3%	-7	-17	-3	-11	1.3%
> COc1cccc(NC(=O)CSC2=Nc3ccccc3C3=NC(CC(=O)NC4CCCCC4)C(=O)N23)c1 (stereo not drawn)
    -4	0	-0.2	4%	-13	-32	-2	6	2.4%
> CCc1ccc(NC(=O)C(C)OC(=O)CC(NC(C)=O)c2ccccc2)cc1 (stereo not drawn)
    0	-2	-0.4	-6%	-4	23	5	43	-2.4%

Full records from above:
`CN(Cc1ccccc1)C(=O)c1ccc(CSc2nc3cccnc3n2Cc2ccccc2)cc1` in the list: TRHR PAM: -11; D1 agonist: 19; TRHR agonist: 1.4; Apoferritin bind: 130%[activator]; D2 potentiator: nt; RXFP1 antag: -1; D1 PAM: -3; D1 antag: 2; RXFP1 ag: 13%
`Cc1nn(Cc2ccccc2Cl)c(C)c1NC(=O)c1noc2c1CCCCC2` in the list: TRHR PAM: -10; D1 agonist: 0; TRHR agonist: -0.6; Apoferritin bind: ?; D2 potentiator: -3; RXFP1 antag: 1; D1 PAM: -9; D1 antag: -14; RXFP1 ag: -0.8%

Other entries:
Below each SMILES: TRHR PAM	D1 agonist	TRHR agonist	Apoferritin bind	D2 potentiator	RXFP1 antag	D1 PAM	D1 antag	RXFP1 ag
> CN(C(=O)CSc1nc2ccccc2n1Cc1cccc(C(F)(F)F)c1)c1ccccc1
    5	10	0.6	99%[activator]	2	nt	1	-3	2.3%
> CN(C(=O)CSc1nc2ccccc2o1)C1CCS(=O)(=O)C1 (stereo not drawn)
    -1	1	0.0	nt	-1	-20	-4	15	-0.1%
> CCOC(CNc1ncnc2sc(-c3ccccc3)cc12)OCC
    -9	4	-0.2	-6%	1	-10	-1	-15	3.5%
> C/C(CC1CC(C)(C)OC1=O)=N/Nc1nc(-c2ccccc2)cs1 (stereo not drawn)
    3	1	1.6	-3%	-4	-24	-4	-5	0.1%
> COc1ccc(C(=O)NC(=S)Nc2ccc([N+](=O)[O-])cc2C)cc1OC
    1	1	0.3	-13%	5	10	-9	-5	4.8%
> CC(C)(OC(=O)c1cccs1)c1cc2ccccc2c(=O)o1
    -6	-3	-0.6	nt	-6	nt	-3	nt	0.6%
> Cc1ccc(-c2csc(NC(=O)CSc3nc4ccccc4[nH]3)n2)cc1
    -1	2	0.5	-4%	-5	-11	6	-3	2.0%
> Cc1cccc(N(C)S(=O)(=O)c2csc(C(N)=O)c2)c1
    -1	5	0.4	-2%	-7	4	0	-6	0.4%
> N#C/C(=C/c1ccc(C(=O)O)cc1)C(=O)NCc1ccccc1
    -6	4	-0.1	4%	nt	-10	-10	-5	0.2%
> COc1cccc(C(=O)OCn2nnc3ccccc3c2=O)c1OC
    -2	2	0.3	4%	0	11	-8	3	2.0%
> CCOc1ccc(NC(=O)c2cc(S(=O)(=O)N3CCN(c4ccccc4F)CC3)ccc2F)cc1
    1	0	-0.1	-3%	0	-11	1	-3	2.2%
> Cn1ccc2cc(S(=O)(=O)N3CCN(C(=O)Nc4cccc(F)c4)CC3)ccc21
    -6	0	-0.5	0%	-8	nt	-1	-26	0.3%
> CCCn1c(CNC(=O)c2ccccc2)nc2ccccc21
    -4	1	-0.1	-9%	-4	5	-2	13	4.7%
> Nc1nnc(SCC(=O)Nc2cc(S(=O)(=O)N3CCOCC3)ccc2Cl)s1
    5	3	5.0	-2%	9	1	2	-5	19%
